From PubChem
GSTO1 counter: inhibitors of recombinant GSTO1, primary screen, counter-screen for RBBP9 inhibitor project, biochemical, fluorescence polarization; 1.1% of 300,000 active; activity-based probe fluorescence polarization; inhibition, % at 5.96 µM; Glutathione S-transferase omega-1 (Homo sapiens), P78417;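 active = inhibition above the campaign mean inhibition plus 3 SD, cut at about 35% in these data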;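 note: 0% = GSTO1-1 with DMSO and 100% = wells lacking GSTO1-1 enzyme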
Target sequence (P78417 whole entry, looked up): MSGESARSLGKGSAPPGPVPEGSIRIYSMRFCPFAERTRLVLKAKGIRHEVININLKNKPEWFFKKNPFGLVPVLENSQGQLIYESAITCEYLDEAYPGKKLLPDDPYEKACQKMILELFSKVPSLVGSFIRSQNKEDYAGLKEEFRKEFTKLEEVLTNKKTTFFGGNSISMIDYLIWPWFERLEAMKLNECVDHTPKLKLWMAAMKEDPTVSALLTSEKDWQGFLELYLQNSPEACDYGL
PAFAH1B3 inh: PAFAH1B3 enzyme inhibitors, primary screen, biochemical, fluorescence polarization, human | AID 492972, 2010 | 0.28% of 340,000 active | inhibition, % at 3.39 µM | Platelet-activating factor acetylhydrolase IB subunit alpha1 (Homo sapiens), Q15102 | recombinant PAFAH1B3, FP-rhodamine probe;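 active = inhibition above the screen-wide average of all tested compounds plus 3 SD, cut at about 25% in these data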;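 note: 0% = enzyme with DMSO only and 100% = wells lacking PAFAH1B3 protein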
Target sequence (Q15102 whole entry, looked up): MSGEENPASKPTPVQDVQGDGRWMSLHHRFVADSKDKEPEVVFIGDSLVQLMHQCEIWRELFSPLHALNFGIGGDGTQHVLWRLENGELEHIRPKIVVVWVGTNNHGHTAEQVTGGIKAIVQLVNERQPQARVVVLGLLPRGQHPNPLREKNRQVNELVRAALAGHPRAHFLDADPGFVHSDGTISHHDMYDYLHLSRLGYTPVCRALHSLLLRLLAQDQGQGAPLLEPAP
PAFAH2 inh: PAFAH2 enzyme inhibitors, primary screen, biochemical, fluorescence polarization, human; Platelet-activating factor acetylhydrolase 2, cytoplasmic (Homo sapiens), Q99487; recombinant PAFAH2, FP-rhodamine activity probe; inhibition, % at 3.39 µM; 0.99% of 340,000 active; AID 492956, 2010;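 active = inhibition above the mean over all tested compounds plus 3 SD, cut at about 30% in these data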;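 note: inhibitors block probe labeling of enzyme so polarization drops; 0% = enzyme with DMSO and 100% = wells lacking PAFAH2 protein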
LYPLA2 counter: LYPLA2 inhibitors, primary screen, counter-screen for PME1 inhibitor project, biochemical, fluorescence polarization, FP-Rh probe ABPP. Acyl-protein thioesterase 2 (Homo sapiens), O95372. recombinant LYPLA2. inhibition, % at 5.9 µM. 0.38% of 320,000 active;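 active = inhibition above the screen-wide mean plus 3 SD, limit set per campaign, cut at about 26% in these data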;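 note: 0% = LYPLA2 with DMSO and 100% = wells lacking LYPLA2 enzyme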
pPAFAH FP inh: pPAFAH enzyme inhibitors, primary screen, biochemical, fluorescence polarization, human; 1.5% of 330,000 active; AID 463082, 2010; recombinant pPAFAH, FP-rhodamine probe fluorescence polarization; Platelet-activating factor acetylhydrolase (Homo sapiens), Q13093; inhibition, % at 3.39 µM;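 active = inhibition above the mean inhibition across the screen plus 3 SD, cut at about 25% in these data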;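 note: inhibitors block binding of the rhodamine activity-based probe so polarization drops; 0% = enzyme with DMSO and 100% = wells lacking pPAFAH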
LYPLA1 counter: LYPLA1 inhibitors, primary screen, counter-screen for PME1 inhibitor project, biochemical, fluorescence polarization, FP-Rh probe ABPP; 0.16% of 320,000 active; recombinant LYPLA1; Acyl-protein thioesterase 1 (Homo sapiens), O75608; inhibition, % at 5.9 µM;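 active = inhibition above the mean of all tested compounds plus 3 SD, set per campaign, cut at about 14% in these data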;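 note: inhibitors block serine hydrolase probe labeling of LYPLA1 so polarization falls; 0% = enzyme with DMSO and 100% = wells lacking LYPLA1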
Target sequence (O75608 whole entry, looked up): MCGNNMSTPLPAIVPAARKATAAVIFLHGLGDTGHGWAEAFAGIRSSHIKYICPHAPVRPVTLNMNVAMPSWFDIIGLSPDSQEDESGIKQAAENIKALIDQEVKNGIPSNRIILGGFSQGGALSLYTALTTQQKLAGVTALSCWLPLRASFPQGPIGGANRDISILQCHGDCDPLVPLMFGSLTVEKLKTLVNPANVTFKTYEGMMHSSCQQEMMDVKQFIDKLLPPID
PME-1 primary: PME-1 inhibitors via competitive probe labeling, primary screen, biochemical, fluorescence polarization, FP-Rh probe, HTS; Protein phosphatase methylesterase 1 (Homo sapiens), Q9Y570; recombinant PME-1; inhibition, % at 5.9 µM; 0.53% of 320,000 active;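 active = inhibition above the campaign mean of all compounds plus 3 SD, cut at about 26% in these data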;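 note: competitive labeling of PME-1 active site by serine hydrolase directed probe; 0% = PME-1 with DMSO and 100% = wells lacking PME-1 enzyme; inhibitors block probe labeling so polarization falls and inhibition rises; many of its hits are not listed in these tables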
PAFAH1B2 FP inh: PAFAH1B2 enzyme inhibitors, primary screen, biochemical, fluorescence polarization, human | 1.2% of 340,000 active | recombinant PAFAH1B2, FP-rhodamine activity probe | inhibition, % at 3.39 µM | Platelet-activating factor acetylhydrolase IB subunit alpha2 (Homo sapiens), P68402;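 active = inhibition above the mean of all tested compounds plus 3 SD, cut at about 24% in these data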;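 note: 0% = enzyme with DMSO and 100% = wells lacking PAFAH1B2; many of its hits are not listed in these tables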
Target sequence (P68402 whole entry, looked up): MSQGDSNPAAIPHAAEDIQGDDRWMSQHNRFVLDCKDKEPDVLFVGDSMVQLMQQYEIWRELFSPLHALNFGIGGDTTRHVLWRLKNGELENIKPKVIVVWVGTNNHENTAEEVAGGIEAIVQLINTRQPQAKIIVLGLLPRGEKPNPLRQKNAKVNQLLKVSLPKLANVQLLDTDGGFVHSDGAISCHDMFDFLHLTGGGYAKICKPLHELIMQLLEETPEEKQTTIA
PAD4 inh: human PAD4 inhibitors, primary screen, biochemical, fluorescence polarization, 1536-well format; inhibition, % at 6.36 µM; Protein-arginine deiminase type-4 (Homo sapiens), Q9UM07; 0.41% of 330,000 active; AID 485272, 2010; recombinant PAD4, RCA probe fluorescence polarization;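 active = percent inhibition above a cutoff equal to the mean of all tested compounds plus 3 SD, cut at about 15% in these data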;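 note: 0% = PAD4 with RCA probe and DMSO and 100% = probe without PAD4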
Numbers without * were called inactive; nt = not tested or not shown.

SMILES	GSTO1 counter	PAFAH1B3 inh	PAFAH2 inh	LYPLA2 counter	pPAFAH FP inh	LYPLA1 counter	PME-1 primary	PAFAH1B2 FP inh	PAD4 inh
O=C(CSc1nc(-c2ccco2)cc(C(F)(F)F)n1)NCCc1ccccc1	14	1	3	7	1	2	8	0	4
CC(=O)C1=C(C)NC(SCC(N)=O)=C(C#N)C1c1sccc1C (stereo not given)	3	2	-6	3	8	0	-4	-1	1
CC1CCN(c2nc(-c3cccnc3)nc3scc(-c4ccccc4)c23)CC1	5	6	-3	1	1	1	3	-3	2
CCOc1ccc(CN2CCN(C(=O)c3ccccc3)CC2)cc1	0	6	-1	12	1	6	0	4	3
Cc1cccn2c(=O)c(/C=C(\C#N)C(N)=O)c(Oc3ccccc3)nc12	6	0	2	-3	1	2	-1	-4	3
CC(C)NC(=O)COc1coc(CN2CCN(c3ccccc3)CC2)cc1=O	2	8	11	3	6	0	4	-2	1
O=C(NCc1ccco1)c1cccc(S(=O)(=O)N2CCCCC2)c1	-4	12	-1	-2	2	2	6	7	0
Cc1noc(NS(=O)(=O)c2ccc(NC(=O)COc3ccc(C#N)cc3)cc2)c1C	nt	8	4	nt	8	nt	nt	1	1
NCc1ccc2[nH]c(=O)[nH]c2c1	24	4	0	0	-10	-4	-6	-1	3
O=C(C1CCC(C(=O)N2CCc3ccccc32)CC1)N1CCc2ccccc21 (stereo not given)	3	6	-6	7	-5	0	3	9	1
Cc1[nH]c2ccc(C(=O)OCC(=O)NC3(C#N)CCCCC3)cc2c1C	-8	7	86*	2	45*	1	5	2	-4
CSCCC(NC(=O)COc1cccc2ccccc12)C(=O)O (stereo not given)	-7	-2	1	1	8	1	-1	7	-7
CN(c1ccccc1)S(=O)(=O)c1cccc(C(=O)NCCc2ccc(O)c(O)c2)c1	39*	7	8	7	37*	-1	4	1	-1
Clc1ccc(OCCn2c(-c3ccco3)nc3ccccc32)cc1	-9	-2	-4	-4	20	-4	-6	-3	0
Cc1cc(N2CCOCC2)nc2ccc(NC(=S)N3CCN(Cc4ccccc4)CC3)cc12	2	0	0	0	10	1	1	5	-8
COc1cc(NC(=O)CCCOc2ccc(Cl)cc2Cl)c(C(=O)O)cc1OC	-1	6	2	6	16	-2	4	5	0
Cc1ccc2[nH]c3c(c2c1)CN(C(=O)CN1CCCc2ccccc21)CC3	12	5	11	-8	3	-5	3	11	-21
Cc1cccc(OCc2nnc(-c3ccc(F)cc3)o2)c1	nt	3	-1	3	0	-5	-4	1	0
COC(=O)CN(C(=S)Nc1ccccc1)C1CC(=O)N(c2ccc(OC)cc2)C1=O (stereo not given)	3	-1	-5	-3	-2	2	-2	0	0
Cc1ccsc1/C=N/n1cnnc1	-1	-1	2	-11	3	-4	-5	4	4
CCCc1cc(=O)[nH]c(SCc2nc3ccc([N+](=O)[O-])cc3[nH]2)n1	8	6	3	-1	14	-6	0	8	2
CC1Sc2ccc(C(=O)Nc3ncccc3O)cc2NC1=O (stereo not given)	14	6	9	6	0	2	3	5	1
O=C1C=C(c2ccccc2)CCC1	1	10	-1	-2	-2	1	2	0	-4
CCC(Oc1ccccc1)C(=O)Nc1ccccc1C(=O)N1CCCCC1 (stereo not given)	3	-3	2	-3	7	-2	2	2	6
Cc1ccc2cc(CCNC(=O)CC(C)C)c(=O)[nH]c2c1	-2	5	6	-1	-4	1	-1	4	-7

(cont.)
SMILES	GSTO1 counter	PAFAH1B3 inh	PAFAH2 inh	LYPLA2 counter	pPAFAH FP inh	LYPLA1 counter	PME-1 primary	PAFAH1B2 FP inh	PAD4 inh
c1ccc(COc2ccc(-c3csnn3)cc2)cc1	3	4	-1	-2	-1	2	3	2	1
COC(=O)c1scc(C)c1NC(=O)CC1NCCNC1=O (stereo not given)	7	nt	nt	3	0	-1	-1	nt	0
O=C1CN(C(=O)CSc2ccc(-c3ccc(F)cc3)nn2)c2ccccc2N1	-4	8	-12	1	2	-2	-6	7	-2
CCN1CCN(c2nc3c(c(=O)n(C)c(=O)n3C)n2Cc2cccc3ccccc23)CC1	8	2	-1	3	3	3	0	-1	1
CCC1CN(C(=O)N2CCC(C(=O)NCc3ccco3)CC2)c2ccccc2O1 (stereo not given)	8	7	5	-1	1	2	-1	2	5
COC(=O)Nc1ccc(S(=O)(=O)N2CCC(C(=O)N3CCCC(C)C3)CC2)cc1 (stereo not given)	7	9	-4	-4	3	1	6	0	1
CCOC(=O)[C@H]1[C@H]2COc3ccc(C)cc3[C@@H]2N2C(=O)CN(CC3CCCO3)C(=O)[C@@]12C (stereo not given in full)	nt	1	0	3	5	2	-1	3	-3
C/C=C\C=C/C(=O)Nc1cccc(C2=NOC3(C2)C[C@H](C(N)=O)N(C(=O)c2ccc(OC)cc2)C3)c1 (stereo not given in full)	-8	-4	-6	-19	-7	-9	-11	-2	3
O=C1c2ccccc2C(=O)N1c1ccc(S(=O)(=O)N2CCN(c3ccccc3)CC2)cc1	4	12	2	15	6	5	0	0	0
COc1cc(NC(=O)[C@H]2CCCN2S(=O)(=O)c2cccc3cccnc23)cc(OC)c1OC	4	9	4	-2	1	-5	3	0	-1
CC(=O)NN=C1CCC(c2ccccc2)CC1 (stereo not given)	4	4	-3	-4	1	-3	0	8	-1
CC1=NN(c2ccccc2)C(=O)/C1=C/c1ccc[nH]1	2	3	6	0	4	-1	5	1	1
CCSc1ccccc1C(=O)N=C1NC(=O)CC2C(=O)NCCN12 (stereo not given)	2	4	1	10	2	2	1	4	-1
CN(C)C(=O)CN1C(=O)NC2(CCCc3ccccc32)C1=O (stereo not given)	11	10	-1	-1	-4	3	-8	0	-2
O=C(NC(=S)Nc1ccccc1N1CCCCC1)c1cccs1	1	0	-7	-9	5	-7	-6	5	0
Cc1ccc(C(=O)NCCS(=O)(=O)N2CCN(c3ccccc3F)CC2)cc1[N+](=O)[O-]	1	6	-1	20	0	0	11	2	-4
Cc1nnc(NC(=O)CSC2=NN3CCCC(=O)N=C3S2)s1	4	3	8	10	2	4	2	-1	-4
CC(=O)Nc1cccc(N2C(=O)CCC2=O)c1	4	6	11	0	0	2	-3	3	-1
COC(=O)c1ccc(NC(=O)C2CCCN2S(=O)(=O)c2ccc(F)cc2)cc1 (stereo not given)	3	10	2	6	-1	1	1	9	-6
CCC(=O)NC(c1ccc(C)cc1)c1cc([N+](=O)[O-])c2cccnc2c1O (stereo not given)	13	7	9	2	32*	-6	9	2	25*
COc1ccc(OC)c(S(=O)(=O)Nc2ccc(C(C)=O)cc2)c1	-3	-3	8	-1	6	1	2	0	4
Cc1ccc(C(=O)N2CCN(S(=O)(=O)N3CCCCC3)CC2)cc1	0	-1	2	1	0	-1	-3	1	-2
CC[C@]12c3[nH]c4cc(CCC(=O)N(C)C)ccc4c3CCN1C(=O)[C@@H](CC(=O)NCc1cccc(C(F)(F)F)c1)C[C@@H]2C(=O)N1CCN(C(=O)C2CC2)CC1	nt	9	-2	nt	7	nt	nt	5	-1
O=C(OCC(=O)c1c[nH]c2ccccc12)c1ccc(Br)o1	15	5	10	-1	3	0	-1	1	-1
CC(=O)Nc1ccc(S(=O)(=O)N[C@@H](C)C(=O)N2CCN(c3ccccn3)CC2)cc1	5	9	4	5	10	2	1	0	9

Other records.
SMILES	GSTO1 counter	PAFAH1B3 inh	PAFAH2 inh	LYPLA2 counter	pPAFAH FP inh	LYPLA1 counter	PME-1 primary	PAFAH1B2 FP inh	PAD4 inh
O=C(NCCN1C(=O)S/C(=C/c2cccnc2)C1=O)C1=NN(c2ccccc2)C(=O)CC1	nt	-2	3	-5	-6	-3	-3	-1	-1
COc1cccc(CNC(=O)CCNS(=O)(=O)c2cccc3nonc23)c1	10	4	1	0	0	-2	2	2	0
CC(=O)c1ccc(NC(=O)c2ccc3nc(-c4ccco4)c(-c4ccco4)nc3c2)cc1	68*	23	15	-9	62*	-22	5	6	-16
O=C(CN1CCN(c2ncccn2)CC1)NCCC1=CCCCC1	4	-2	6	-2	2	2	1	-3	1
CSC(=NCc1cccnc1)NS(=O)(=O)c1cccs1	5	0	-8	7	6	5	-2	-3	-4
CCOC(=O)CN(C(=O)Cn1nnc(-c2ccc(OC)cc2)n1)C(C(=O)NC1CCCC1)c1ccc(F)cc1 (stereo not given)	1	-2	-3	-3	3	-4	-3	3	-1
Cc1ccc(C2=CN(Cc3ccccc3)CCC2=O)cc1	nt	5	-4	nt	4	nt	nt	3	2
COc1ccc(Cl)cc1S(=O)(=O)N1CCN(C(=O)COc2ccccc2)CC1	10	6	1	0	1	0	-2	6	-3
O=C(COC(=O)C1CCN(C(=O)c2ccc(Cl)cc2)CC1)NC1CCS(=O)(=O)C1 (stereo not given)	17	5	-2	-3	-1	-5	-6	3	-2
O=C(CN(C(=O)CNS(=O)(=O)c1ccc(F)cc1)c1ccc(F)cc1)NCc1ccco1	-1	-2	-13	5	6	5	-3	2	1
N#CCSc1nnc(-c2sc3ccccc3c2Cl)o1	40*	-7	-7	3	-1	-3	4	-3	-5
CC(=O)NC(=S)Nc1ccc(NC(=S)NC(=O)c2cccs2)cc1	0	-6	-9	1	-2	0	0	2	4
COc1ccc(C(=O)C2CCN(C(=S)NCCc3ccc(OC)c(OC)c3)CC2)cc1	8	4	-4	19	-2	-2	-5	8	-3
O=C(NCC(=O)N1CCN(Cc2ccccc2)CC1)c1ccc(Cl)cc1	0	1	3	5	1	0	3	-2	-1
CCCn1c(=O)[nH]c(=O)c2c1nc(-c1ccc3c(c1)OCCO3)n2CCN1CCOCC1	-4	3	1	4	6	3	-2	-3	8
CN1CCN(Cc2cc(=O)oc3ccc(Cl)cc23)CC1	-5	3	1	-5	3	-3	0	0	1
Cc1noc(C)c1C(=O)Nc1ccc(N(C)C)cc1	2	11	-2	3	-1	2	3	-1	-2
Cc1ccccc1CN(c1ccc(C(=O)NCc2ccccn2)cc1)S(C)(=O)=O	0	9	5	9	2	2	-1	6	-4
CC(OC(=O)CSc1ccc([N+](=O)[O-])cc1)C(=O)NCc1ccco1 (stereo not given)	3	6	9	-4	9	-2	-7	6	-2
Cc1ccc(C)c(NC(=O)CCN2CCCC(C)C2)c1 (stereo not given)	4	14	1	-4	-5	3	-2	3	-5
CC1(C)Cc2c(sc3nc4n(c(=O)c23)CCC4)CO1	7	0	1	0	4	2	2	6	1

2 entries from above, reformatted.
Second line of a record: GSTO1 counter, PAFAH1B3 inh, PAFAH2 inh, LYPLA2 counter, pPAFAH FP inh, LYPLA1 counter, PME-1 primary, PAFAH1B2 FP inh, PAD4 inh
CSC(=NCc1cccnc1)NS(=O)(=O)c1cccs1
→ 5, 0, -8, 7, 6, 5, -2, -3, -4
Cc1ccc(C)c(NC(=O)CCN2CCCC(C)C2)c1 (stereo not given)
→ 4, 14, 1, -4, -5, 3, -2, 3, -5

Not all compounds are listed. The share of hits here may be higher or lower than overall.
